Screening data from PubChem.
Growth percent in the NCI-60 one-dose screen (48 h, 10 µM unless noted): 100 = growth as untreated, 0 = no growth, -100 = all killed.
MDA-MB-435: MDA-MB-435 melanoma. 82,000 compounds, 7.8% hits. AID 1794794
UACC-62: UACC-62 melanoma | 81,000 compounds, 5.4% hits
SK-MEL-5: SK-MEL-5 melanoma; 80,000 compounds, 6.4% hits
M14: M14 melanoma | AID 1794745 | 80,000 compounds, 6.2% hits
SK-MEL-28: SK-MEL-28 melanoma | 81,000 compounds, 4.1% hits | AID 1794761
MALME-3M: MALME-3M melanoma. AID 1794766. 78,000 compounds, 5.8% hits
SK-MEL-2: SK-MEL-2 melanoma. 77,000 compounds, 4.7% hits. AID 1794763
UACC-257: UACC-257 melanoma; 78,000 compounds, 4.4% hits
The depositor's hits bear a star; / = no result given; & = joins results of further samples. Rule for the calls: active = growth percent below 10; inactive = the rest.

SMILES | MDA-MB-435 | UACC-62 | SK-MEL-5 | M14 | SK-MEL-28 | MALME-3M | SK-MEL-2 | UACC-257
O=C(/C=C/c1ccc(F)c(F)c1)Nc1ccc(C=C2c3ccccc3C(=O)c3ccccc32)cc1 | 40 | 58 | 51 | 78 | 77 | 90 | 74 | 73
CCCCNC(=O)c1[nH]cc(-c2ccc(OC)cc2)c1-c1cc(OC)cc(OC)c1 | 80 | 34 | 57 | 93 | 79 | 93 | 85 | 100
COc1ccc(C(=O)c2cc(OC)c(C)c(OC)c2)cc1OC(=O)CCl | -17* | 38 | 9.8* | 6.0* | 49 | 69 | 35 | 60
Cc1ccc(C(=O)NCc2ccccc2)cc1 | 109 | / | 101 | 93 | 99 | 107 | 86 | 74
CCCC1(C)COC(=O)OC1 | 107 | 119 | 103 | 106 | 115 | 106 | 101 | 94
CC(=O)Oc1c(C2=NN(C(C)=O)C(c3ccc(F)cc3)O2)sc2nnc(-c3ccccc3)c(-c3ccccc3)c12 (centres undefined) | 98 | 80 | 98 | 92 | 97 | 93 | 101 | 101
Cc1nc(-c2cc3ccccc3oc2=O)ccc1C(=O)/C=C/c1cccc2ccccc12 | 104 | 94 | 105 | 108 | 109 | 101 | 123 | 103
CCc1cccc2c3c(sc12)C(c1ccc(Cl)cc1)c1c(nc(-c2ccc(OC)cc2)[nH]c1=O)O3 (centres undefined) | 14 | 55 | 86 | 67 | 79 | / | 80 | 92
C#CCOc1cc(N(CC)CC)ccc1C(C(=O)NC(C)(C)C)N(C(=O)C1CCc2cc(F)ccc2O1)c1ccc(F)c(Cl)c1 (centres undefined) | 66 | 46 | 61 | 63 | 75 | 82 | -6.4* | 58
COc1cc(N)c2nccc(C)c2c1OC | 110 | 94 | 101 | / | 115 | 96 | 103 | 92
O=c1cc(-c2nc(-c3ccccc3)c(-c3ccccc3)n2-c2ccccc2)c2ccc3ccccc3c2o1 | 101 | 76 | 81 | 95 | 99 | 106 | 93 | 110
COc1cc(C(=O)/C=C/c2c(-c3cccs3)nc3sccn23)cc(OC)c1OC | 2.2* | -56* | -38* | 7.7* | 17 | 35 | -3.2* | 5.2*
CC(=O)O[C@H](C)[C@H]1O[C@H]2CC(=O)O[C@H]2[C@@H]1O | 104 | / | 109 | 96 | 101 | 94 | 98 | 104
COc1ccc(CCNC(=S)NCCc2ccc(OC)c(OC)c2)cc1OC | 99 | 107 | 66 | 99 | 116 | 101 | 98 | 100
COC1O[C@@H]2O[C@]3(C)CC[C@H]4[C@H](C)CC[C@@H]([C@H]1C)[C@@]24OO3 (some centres undefined) | 102 | 103 | 100 | 110 | 108 | 105 | / | 95
O=CNc1ccc(-n2cnc3cc(-c4ccc(O)cc4)ccc32)cc1 | 83 | 99 | 79 | 92 | 93 | 66 | 115 | 99
N#Cc1c(N)nc2c(c(N)nn2-c2ccccc2)c1-c1ccc(O)cc1 | 105 | 98 | 102 | 101 | 114 | 101 | 114 | 106
COc1ccc(-c2cnn(CC(O)CN3CCN(Cc4ccccc4)CC3)c2)cc1OC1CCCC1 (centres undefined) | 105 | 92 | 93 | 94 | 113 | 126 | 115 | 117
O=C(C1CCN(CCc2ccccc2)CC1)N1CCOCC1 | 106 | 101 | 100 | 101 | 118 | / | 102 | 102
O=c1c2cccc3c(-c4ccc5c(c4)ncn5C4CCCCC4)ccc(c32)c2nc3ccccc3n12 | 98 | 60 | 55 | 80 | 94 | 80 | / | 83
COc1cc(/C=C\C(=O)O)ccc1OCc1ccccc1 | 119 | 93 | 94 | 109 | 110 | 102 | 93 | 91
O=C(c1ccc(Cl)cc1)C1[C@H](c2ccc(Br)cc2)[C@@H](c2ccccc2)NC12C(=O)Nc1ccc(Cl)cc12 (some centres undefined) | -85* | -87* | -68* | 6.4* | -87* | -98* | -78* | -49*
CC(=O)CC(=O)N(Cc1cccnc1)Cc1cccnc1 | 100 | 101 | 110 | 100 | 106 | 107 | 113 | 101
COc1ccc(NC(=O)NNC2=NC(c3ccc(Cl)cc3)C(C(C)=O)=C(C)N2)cc1 (centres undefined) | 105 | 94 | 102 | / | 110 | 109 | 111 | 116
CCOC(=O)N1CCN(CC(=O)Nc2nc(-c3cc4ccccc4oc3=O)cs2)CC1 | 101 | 90 | 80 | 97 | 99 | 105 | 108 | 107

The list goes on:
SMILES | MDA-MB-435 | UACC-62 | SK-MEL-5 | M14 | SK-MEL-28 | MALME-3M | SK-MEL-2 | UACC-257
COc1ccc(-c2c3c(nc4ncnc(N)c24)C(C)CCC3)cc1 (centres undefined) | 115 | 79 | 90 | 102 | 191 | 122 | 104 | 102
[Cl-].[Rh+3].c1ccc(-c2ccnc3c2ccc2c(-c4ccccc4)ccnc23)cc1.c1ccc(-c2ccnc3c2ccc2c(-c4ccccc4)ccnc23)cc1.c1ccc(-c2ccnc3c2ccc2c(-c4ccccc4)ccnc23)cc1 | 72 | 98 | -38* | 46 | / | 94 | 96 | 64
N#Cc1ccc2ccccc2c1 | 117 | 97 | 109 | / | 100 | 102 | 107 | 109
O=c1c2ccccc2[nH]c(=S)n1-c1ccc(S(=O)(=O)Nc2ccc(Cl)nn2)cc1 | 99 | 98 | 100 | 98 | 106 | 96 | 97 | 97
NNC(=O)CN1CCN(c2cc3c(cc2F)c(=O)c(C(=O)O)cn3C2CC2)CC1 | 96 | 98 | 101 | 89 | 101 | 102 | 105 | 103
Nc1cc2ccc(S(=O)(=O)O)cc2cc1S(=O)(=O)O | 112&110 | 104&100 | 104&111 | 95&102 | 109&134 | 107&124 | 109 | 101&110
Cc1ccc(OCC(=O)O)c(O)c1 (tested in a mixture with another compound) | 111 | 106 | 110 | 105 | 116 | 128 | 107 | 105
CC(C)(O)C1c2ccccc2-c2ccccc21 | 105 | 98 | 99 | 103 | 111 | 100 | 105 | 99
O=C(Oc1ccccc1Cl)c1ccc(Cl)cc1Cl | 95 | / | 102 | 98 | 109 | 103 | 109 | 94
Cc1ccsc1-c1ccc2c(c1)COC2(CCCN(C)C)c1ccc(F)cc1 (centres undefined) | 17 | 45 | 0.5* | -57* | 42 | -14* | 85 | -10*
CCOc1ccc(NC(=O)C2=C(C)NC(C)=C(C(=O)Nc3ccc(OCC)cc3)C2c2cccc([N+](=O)[O-])c2)cc1 | 79 | 60 | 72 | 77 | 85 | 73 | 97 | 94
COc1ccc(-c2nc(SCCC(C)C)nc(Cl)c2C#N)cc1 | 101 | 95 | 100 | 101 | 109 | 99 | 108 | 101
CCOC(=O)[C@@H]1CSC(C)=C(C(=O)O)N1 | 97 | 84 | 96 | 95 | 88 | 90 | 93 | 86
COc1cccc(-c2cc(-c3ccc(OC)c(S(N)(=O)=O)c3)[nH]c(=O)c2C#N)c1 | 103 | 98 | 98 | 112 | 105 | 104 | 136 | 106
CCN(CC)CCOc1cc(C)ccc1C(C)C | 107&99 | 103&99 | 100&93 | 99&102 | 105&101 | 104&103 | 109&105 | 111
COc1ccc(-n2cnc(=S)[nH]c2=S)cc1 | 101 | 102 | 95 | / | 114 | / | 106 | 128
CCSc1n[nH]c(=O)n1C | 118 | 117 | 109 | 113 | 110 | 113 | / | 97
Cc1ccc(S(=O)(=O)Nc2nnc(-c3ccc(Cl)cc3)s2)cc1 | 100 | 93 | 97 | 98 | 107 | 97 | 107 | 104
COc1cc(OC)c2c(=O)cc(-c3ccccc3)oc2c1 | 96 | 78 | 96 | / | 106 | 97 | 103 | 98
C#CCOc1ccc(C2=NN(CC)C3N=C(Cl)c4ncn(CC)c4N23)cc1OCC#C (centres undefined) | 79 | 65 | 63 | 79 | 89 | 91 | 91 | 92
C[N+]1(C)C2CC(OC(=O)[C@@H](CO)c3ccccc3)CC1C1OC12 (some centres undefined) | 98 | 106 | 108 | 91 | 106 | 96 | 112 | 101
O=C(c1ccccc1)c1ccc(Cl)cc1 | 106 | 87 | 99 | / | 106 | 101 | 102 | 98
COc1ccccc1NC(=O)COc1cc(O)c2c(=O)cc(-c3ccccc3)oc2c1 | 101 | 101 | 96 | 108 | 106 | 107 | 110 | 101
COc1cc(-c2cc(C(=O)N3CCN(C(=O)c4ccccc4NCc4cccs4)CC3)nc3cc(-c4ccccc4)nn23)cc(OC)c1OC | 6.3* | 60 | 38 | 71 | 82 | / | 68 | 76
Nc1c(C(=O)c2ccc(Cl)cc2)sc2nc(-c3cc4ccccc4o3)cc(-c3ccc(Cl)cc3)c12 | 197 | 68 | 89 | 106 | 100 | 75 | 83 | 113

Reprinted at random: 6 compounds from above.
SMILES | MDA-MB-435 | UACC-62 | SK-MEL-5 | M14 | SK-MEL-28 | MALME-3M | SK-MEL-2 | UACC-257
COc1ccc(-n2cnc(=S)[nH]c2=S)cc1 | 101 | 102 | 95 | / | 114 | / | 106 | 128
Cc1ccc(S(=O)(=O)Nc2nnc(-c3ccc(Cl)cc3)s2)cc1 | 100 | 93 | 97 | 98 | 107 | 97 | 107 | 104
COc1cc(C(=O)/C=C/c2c(-c3cccs3)nc3sccn23)cc(OC)c1OC | 2.2* | -56* | -38* | 7.7* | 17 | 35 | -3.2* | 5.2*
O=c1c2ccccc2[nH]c(=S)n1-c1ccc(S(=O)(=O)Nc2ccc(Cl)nn2)cc1 | 99 | 98 | 100 | 98 | 106 | 96 | 97 | 97
O=C(c1ccccc1)c1ccc(Cl)cc1 | 106 | 87 | 99 | / | 106 | 101 | 102 | 98
COc1ccc(NC(=O)NNC2=NC(c3ccc(Cl)cc3)C(C(C)=O)=C(C)N2)cc1 (centres undefined) | 105 | 94 | 102 | / | 110 | 109 | 111 | 116

Returning to the listing with the 2 entries that preceded the break.
SMILES | MDA-MB-435 | UACC-62 | SK-MEL-5 | M14 | SK-MEL-28 | MALME-3M | SK-MEL-2 | UACC-257
COc1cc(-c2cc(C(=O)N3CCN(C(=O)c4ccccc4NCc4cccs4)CC3)nc3cc(-c4ccccc4)nn23)cc(OC)c1OC | 6.3* | 60 | 38 | 71 | 82 | / | 68 | 76
Nc1c(C(=O)c2ccc(Cl)cc2)sc2nc(-c3cc4ccccc4o3)cc(-c3ccc(Cl)cc3)c12 | 197 | 68 | 89 | 106 | 100 | 75 | 83 | 113
N#C/C(=C\NC(=S)C(N)=S)c1nc2ccccc2s1 | 107 | 94 | 98 | 98 | 113 | / | 104 | 112
Cn1c(=O)c2[nH]c(Cc3cccc4ccccc34)nc2n(C)c1=O | 99 | 58 | 69 | 90 | 105 | 162 | 97 | 84
CC1(c2ccccc2)Nc2ccccc2-c2nc3ccccc3n21 (centres undefined) | 91 | 92 | 81 | 96 | 97 | 99 | 126 | 106
Cc1onc(-c2ccccc2)c1NC(=O)OC(C)c1cccnc1 (centres undefined) | 110 | 106 | 105 | 100 | 108 | 107 | 101 | 115
Cc1cccc(-c2nc(-c3cccs3)no2)c1 | 110 | 87 | 83 | 102 | 110 | 112 | 100 | 94
Cc1ncc([N+](=O)[O-])n1CCOc1ccc(C(=O)/C=C/c2ccc(C(F)(F)F)cc2)cc1 | 83 | 68 | 78 | 80 | 88 | 82 | 81 | 83
CCOC(=O)c1nc(Nc2ccc(NC(=O)Nc3cccc(C)c3)cc2)c2ccccc2n1 | 104 | 89 | 96 | 99 | 101 | 90 | 107 | 100
c1ccc2c(c1)CCc1c(-c3noc4c3CCc3ccccc3-4)noc1-2 | 119 | 94 | 93 | 102 | 107 | 92 | 108 | 109
CN1CCCCC1CCN1c2ccccc2Sc2ccc(S(C)=O)cc21 (centres undefined) | 101 | 104 | 100 | 91 | 113 | 86 | 97 | 104
Cc1ccc(N(Cc2cc(C)cc(C)c2O)Cc2cc(C)cc(C)c2O)cc1 | 104 | 88 | 95 | 94 | 98 | 107 | 80 | 91
Nc1nnc(CS(=O)(=O)Cc2ccccc2)s1 | 113 | 95 | 128 | 102 | 116 | 100 | 114 | 102
Nc1ncc(CNc2ccc(C(=O)O)cc2)c(N)n1 | 95 | 105 | 97 | 97 | 105 | 90 | 101 | 102
O=C1OC(c2ccccc2)=C/C1=C/c1ccccc1O | 104 | 95 | 96 | 109 | 92 | 110 | 111 | 102
O=C(N=Nc1c(O)[nH]c2ccc(Br)cc12)c1ccco1 | 99 | 93 | 88 | 136 | 105 | 99 | 101 | 107
CCCCc1nc(Cl)c(C2CC(c3ccc4c(c3)OCO4)=NN2C(C)=O)[nH]1 (centres undefined) | 96 | 86 | 101 | 95 | 101 | 104 | 94 | 91
CCOP(=O)(OCC)OC[C@]12CCC(C)(C)C=C1[C@H]1CC[C@@H]3[C@@]4(C)CC[C@H](OP(=O)(OCC)OCC)C(C)(C)[C@@H]4CC[C@@]3(C)[C@]1(C)CC2 | -38* | -29* | -93* | / | -31* | -13* | -61* | -8.0*
O=C1NCCC12CCN(c1c(Cl)cncc1-c1ccc(O)cc1)CC2 | 100 | 90 | 94 | 114 | 103 | 117 | 105 | 87
COc1ccc(-c2cc(-c3ccc(Nc4ccnc5cc(Cl)ccc45)cc3)nc(N3CCCCC3)n2)cc1OC | 104 | 98 | / | 108 | 113 | 112 | 106 | 94
CC(C)C(NC(=O)CNC(=O)CN)C(=O)O (centres undefined) | 117 | 106 | 106 | 110 | 112 | 119 | 113 | 121
CC(=O)c1c(OCCN2CCCCC2C)ccc2c(C)cc(=O)oc12 (centres undefined) | 108 | 97 | 112 | 103 | 111 | 112 | 137 | 112
O=C1/C(=C/c2cccs2)SC(=S)N1C1c2ccccc2Oc2ccccc21 | 105 | / | 98 | 99 | 99 | 97 | 89 | 105
N#C/C(=C\c1ccc([N+](=O)[O-])cc1)C(N)=O | 103 | 96 | 101 | 104 | 114 | 107 | 105 | 103

Record cards, from the list above.
N#C/C(=C\NC(=S)C(N)=S)c1nc2ccccc2s1 in the list: MDA-MB-435 = 107; UACC-62 = 94; SK-MEL-5 = 98; M14 = 98; SK-MEL-28 = 113; MALME-3M = /; SK-MEL-2 = 104; UACC-257 = 112
Nc1ncc(CNc2ccc(C(=O)O)cc2)c(N)n1 in the list: MDA-MB-435 = 95; UACC-62 = 105; SK-MEL-5 = 97; M14 = 97; SK-MEL-28 = 105; MALME-3M = 90; SK-MEL-2 = 101; UACC-257 = 102
